High-throughput results deposited in PubChem BioAssay by National Center for Advancing Translational Sciences (NCATS).
ALOX12 inh: blocks human arachidonate 12S-lipoxygenase | P18054 | purified 12hLO, xylenol orange hydroperoxide absorbance | Potency, µM (doses to about 108 µM), for the others: at the highest dose activity change, negative = inhibition, actives largely listed as inhibitors | actives 1.1% (n = 580,000); active means well fitted inhibition curve with a large enough effect; inconclusive means small, poorly fitted or top-dose-only effect, or another doubt; inactive means no such curve, though single readings can be large or run the other way
Target sequence (P18054 whole entry, looked up): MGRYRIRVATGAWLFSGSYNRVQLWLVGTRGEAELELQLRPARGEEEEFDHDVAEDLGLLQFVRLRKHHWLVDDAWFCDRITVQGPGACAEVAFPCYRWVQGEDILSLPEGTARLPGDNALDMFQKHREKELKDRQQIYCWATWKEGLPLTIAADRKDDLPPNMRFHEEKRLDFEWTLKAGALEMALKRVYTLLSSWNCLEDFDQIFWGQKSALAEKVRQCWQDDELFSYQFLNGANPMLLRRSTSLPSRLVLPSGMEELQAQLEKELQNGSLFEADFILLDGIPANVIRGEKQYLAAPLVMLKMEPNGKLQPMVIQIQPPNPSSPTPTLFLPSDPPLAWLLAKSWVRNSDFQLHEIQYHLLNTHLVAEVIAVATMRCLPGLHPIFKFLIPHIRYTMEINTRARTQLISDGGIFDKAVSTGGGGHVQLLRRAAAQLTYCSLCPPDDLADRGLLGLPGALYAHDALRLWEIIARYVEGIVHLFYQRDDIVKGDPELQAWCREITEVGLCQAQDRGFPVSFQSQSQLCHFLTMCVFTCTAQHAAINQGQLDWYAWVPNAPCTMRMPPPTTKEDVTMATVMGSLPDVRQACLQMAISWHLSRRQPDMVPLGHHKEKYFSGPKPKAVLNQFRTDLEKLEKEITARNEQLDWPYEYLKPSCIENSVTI
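Purified human 12hLO (150 nM final) in 25 mM Hepes, 0.01% Triton X-100, pH 7.0 was preincubated 15 min at room temperature with compound. Then 40 uM arachidonic acid was added, 30 min. Hydroperoxide was read by Fe-XO absorbance ratio 573/405 nm.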
Starred values were filed as active, the others as inactive; u = inconclusive; & = joins results of further samples; [ ] = another dose, or the depositor's remark. On the % scale 0 is the no-effect control and ±100 the full control effect; potency means the concentration at half of the fitted maximal effect. Only part of the results is shown; rates above refer to the full screens.

SMILES	ALOX12 inh
Cc1cc(C)n(Cc2ccc(C(=O)NCC3Cn4cccc4CN3Cc3ccccc3)o2)n1 (centres undefined)	270.4%[activator]
Clc1ccc(C2CN(c3cc(C4CC4)ncn3)CCO2)cc1 (centres undefined)	12.5%
Cc1cnc(CNC(=O)c2c(=O)c3ccc(N4CCCN(C)CC4)nc3n3c2sc2ccccc23)cn1	-7.6%[22.9 µM]
CCOc1ccc(CC(=O)Nc2cccn3nc(C)nc23)cc1	u
Cc1ccccc1Cn1cc(C(=O)N2CCN(C3CCCCC3)C(=O)C2)nn1	-14.0%
COc1cccc(N2C(=O)NC(=NC3CCCCC3)C23CCN(Cc2cccn2C)C3)c1 (centres undefined)	0.6%[6.33 µM]
O=C(CSCc1ccc([N+](=O)[O-])cc1)N/N=C/c1ccco1	u
Oc1cc(O)cc(C=Cc2ccc(O)c(O)c2)c1	3.06µM*
C=CCOc1ccc(C(=O)Nc2ccc(C)cc2C)cc1	2.7%
CC(=O)Nc1ccc(CNC2CCCCC2C(F)(F)F)cc1 (centres undefined)	u
CC(=O)Nc1ccc(NC(=O)NC(C)c2ccc(F)cc2)cc1 (centres undefined)	25.9%
CCN(CC)C(=O)Oc1ccc2oc(=O)c(-c3ccccc3)c(C)c2c1	29.8%
CCc1cccc(C)c1NC(=O)c1ccc2ccccc2n1	u
Cc1ccn2c(C(=O)N3CCCn4nc(C(O)CO)cc4C3)nnc2n1 (centres undefined)	21.0%
C[S+](=O)([O-])CCn1ncc2cc(OCc3cccc(-c4ccccc4F)c3)ccc21	3.6%[176 µM]
CC(C)(C)c1ccc(C(=O)NCCC(=O)O)cc1	-3.0%
COc1ccc(-c2nnc3sc(NC(=O)C4CCCCC4)nn23)cc1OC	14.2%
COc1ccc2c3c(n(C)c2c1)[C@@H](CO)N(C(=O)c1cnccn1)CC31CN(C(C)=O)C1	u
Cc1cccc(C(=O)NC(NC(C)(C)C)C(Cl)(Cl)Cl)c1 (centres undefined)	-7.5%
CCCNC(=O)c1ccc(COc2cccc3c2OC(C)(C)C3)cc1	-6.2%
O=C(/C=C/c1cccc(C(F)(F)F)c1)c1cccc(N2CCCC2=O)c1	-15.0%
O=C(CN1CCCc2nc(C3CC3)ncc2C1=O)NCc1cccs1	34.3%[activator]
N#Cc1cccnc1NCCNc1ccc2ccccc2n1	18.4%
COc1ccc(C=O)cc1COc1ccc(C#N)cc1	-7.3%
O=C(c1ccccc1F)N1CC(Oc2cccc(-c3nc(-c4ccccc4)no3)c2)C1	6.2%

In a second layout: 2 of the compounds above
> Oc1cc(O)cc(C=Cc2ccc(O)c(O)c2)c1
  ALOX12 inh: 3.06µM*

> C=CCOc1ccc(C(=O)Nc2ccc(C)cc2C)cc1
  ALOX12 inh: 2.7%

Printed as active in ALOX12 inh, among the entries above:
SMILES	ALOX12 inh
Oc1cc(O)cc(C=Cc2ccc(O)c(O)c2)c1	3.06µM*

(further entries)
SMILES	ALOX12 inh
CCc1ccc(CNC(=O)Cn2nc(C)c3sc(C(C)C)nc3c2=O)cc1	-2.4%
COc1cc(OC)cc(C(=O)N2CCCC(n3cc(-c4nc(C(C)C)no4)nn3)C2)c1 (centres undefined)	u
O=C(Nc1cccc(C(F)(F)F)c1)O[C@@H]1CO[C@H]2[C@@H]1OC[C@@H]2Nc1nccc(-c2ccc3c(c2)OCO3)n1	22.2%
CCOC(=O)N1CCN(C(=O)CN(c2ccccc2Cl)S(C)(=O)=O)CC1	-7.6%
CCC(C)NC(=O)N1CCc2ccc(S(=O)(=O)Nc3nn[nH]n3)cc2C1 (centres undefined)	u
CC(C)n1nc(C(=O)Nc2nc3c(s2)CN(C)CC3)c2ccccc2c1=O	-11.8%
CCOc1ccc(OCCn2c(CN3CCOCC3)nc3scc(-c4cccs4)c3c2=O)cc1	31.2%[activator]
COc1ccc2c(CCNC(=O)c3ccccc3F)c[nH]c2c1	23.3%
COc1cccc(CN(C)C(=O)c2cn(Cc3ccc(Cl)cc3)nn2)c1	u
O=C(c1cc(F)cc(F)c1)N1CCC(Cc2nc(-c3ccccc3)no2)CC1	-5.4%
O=c1cc(CN2CCN(CCO)CC2)c2cc(Cl)c(O)cc2o1	-7.9%&4.2%
CC1CCCCN1C(C)CNC(=S)NCc1ccc(F)cc1 (centres undefined)	50.5%
CC1CN(CC(=O)N2CCN(Cc3nccn3C)CC2)Cc2cc(Cl)ccc2O1 (centres undefined)	15.3%
COc1ccc(Oc2coc3cc(OC)ccc3c2=O)cc1	u
CC(C)CCN1CCNC(=O)C1CC(=O)N(Cc1nccs1)C1CC1 (centres undefined)	3.2%
COc1ccc(Nc2ccc(NC(=O)Cn3cnc4c3c(=O)n(C)c(=O)n4C)cc2)cc1	-1.1%
COc1ccc(C2Cn3nnc(-c4noc(COc5ccc(F)cc5)n4)c3CO2)cc1 (centres undefined)	33.9%[activator]
COc1cc(F)ccc1-c1ccc(=O)n(Cc2c(F)cccc2Cl)n1	-19.5%
CCC(=O)N(C1CCOCC1)C1CCN(S(=O)(=O)c2ccc(C(F)(F)F)cc2)CC1	98.6%[activator]
Fc1ccc(-c2cn[nH]c2C2CCCNC2)cc1 (centres undefined)	-8.3%
COc1ccc(C(=O)N2CCC3(CC2)OC(=O)N(Cc2ccccc2F)C3(C)c2ccccc2)cc1 (centres undefined)	-21.7%
CN(CC1CCOC1)C(=O)c1ccccc1Br (centres undefined)	26.1%
Cc1nc(C(=O)NCc2cccs2)ccc1C#N	-12.7%
CCOc1ccc(NC(=O)c2nn(Cc3ccccc3)c(=O)c3ccccc23)cc1OCC	u
C=CCNC(=O)c1cccc(C(=O)OC)c1	-4.1%
Next results.
SMILES	ALOX12 inh
Cc1ccnn1CC(=O)NCc1cccnc1Oc1cccc(C(F)(F)F)c1	-2.3%
COc1ccc(-c2cc(N3CCCN(C(=O)c4cccc5[nH]ccc45)CC3)n[nH]2)cc1	36.8%
Cc1cccc(NC(=S)NNC(=O)c2ccc(-c3ccccc3)cc2)c1	u
Cc1nnc(NC(=O)C(Oc2ccccc2)c2ccccc2)s1 (centres undefined)	32.5%[activator]
CC(C)(O)c1cc(CC2(NCc3ccc(OC(F)(F)F)cc3)COC2)no1	-0.3%[176 µM]
C=CCN(CC(F)(F)F)C(=O)c1ccc(NC(=O)NC(C)C)cc1	45.5%[activator]
CC(C)Cn1cc(NC(=O)NCC2CCN(Cc3cccc(Cl)c3)CC2)c2ccccc2c1=O	u
COCCNC(=O)C[C@@H]1C[C@H]2O[C@H](CNC(=O)NCc3ccccc3)[C@@H](O)[C@H]2O1	u
N#Cc1ccccc1-c1ccc2ncnc(N3CCNCC3)c2c1	-9.0%
COc1ccccc1-c1nc(C#N)c(N2CCN(C(=O)c3ccc(Cl)cc3)CC2)o1	-19.1%
CCC[C@H]1[C@@H](NS(=O)(=O)c2ccc(C(F)(F)F)cc2)CC[C@@]23CCCN2C(=O)CCC[C@@H]13	3.1%
CCN1CCN(c2cc(C)c3cc(NC(=O)CC4CCCCC4)ccc3n2)CC1	u
CC(=O)N1CCCN(Cc2nc(-c3cccc(C(F)(F)F)c3)oc2C)CC1	16.2%
CCOC(=O)CCCNC(=O)COC(=O)c1nn(C)c(=O)c2ccccc12	11.2%
CC(=O)N1CCN(C[C@@H]2C=C(C)[C@H](Cc3nnc(-c4ccccc4F)o3)C[C@H]2C(C)C)CC1	-10.2%
CN(C(=O)c1ccc(F)cc1C(F)(F)F)C1CCN(c2nnc(-c3ccnn3C)c3ccccc23)CC1	-8.1%[57.4 µM]
COCCNC(=O)CSCc1nc(-c2ccc(OC)c(OC)c2)oc1C	-6.5%
CCOc1ccc(C(=O)N2CCC3(CCNC(=O)CC3)CC2)cc1	20.1%
COc1cccc(C(=O)N[C@H]2[C@H](O)[C@H](O)C[C@@H]2c2ccc(N3CCOCC3)nc2)c1	19.3%[176 µM]
CC(C)C(=O)Oc1ccc2c(=O)c(-c3ccc(Cl)cc3)coc2c1	u
O=[S+]1([O-])NCC2(CCN(CC3CC3)C2)Nc2ccccc21 (centres undefined)	45.6%[activator][176 µM]
O=C(c1cn[nH]c1)N1CC2(CN(Cc3cccc(OC(F)(F)F)c3)CC2COc2ccccc2)C1 (centres undefined)	58.9%[activator]
CN(CCc1ccccn1)[C@H]1[C@@H]2OC[C@@H](O2)[C@@H](NCc2ccc(OC(F)(F)F)cc2)[C@@H]1O	144.5%[activator]
Clc1ccccc1C1Cn2nnc(-c3noc(-c4cc(C5CC5)[nH]n4)n3)c2CO1 (centres undefined)	-7.9%
Cc1[nH]c2ccccc2c1C(=O)Cn1cc(S(=O)(=O)N2CCCC2)ccc1=O	-0.3%

Arranged by the number under ALOX12 inh (falling): five of the compounds above
SMILES	ALOX12 inh
COc1ccc(-c2cc(N3CCCN(C(=O)c4cccc5[nH]ccc45)CC3)n[nH]2)cc1	36.8%
Cc1[nH]c2ccccc2c1C(=O)Cn1cc(S(=O)(=O)N2CCCC2)ccc1=O	-0.3%
Clc1ccccc1C1Cn2nnc(-c3noc(-c4cc(C5CC5)[nH]n4)n3)c2CO1 (centres undefined)	-7.9%
CC(=O)N1CCN(C[C@@H]2C=C(C)[C@H](Cc3nnc(-c4ccccc4F)o3)C[C@H]2C(C)C)CC1	-10.2%
COc1ccccc1-c1nc(C#N)c(N2CCN(C(=O)c3ccc(Cl)cc3)CC2)o1	-19.1%

More structures.
SMILES	ALOX12 inh
Cn1cc(CC(=O)N2CCCCC(N)C2)c2ccccc21 (centres undefined)	-2.6%
CSc1ccccc1C(=O)NC(c1ccccc1)c1ccccc1	23.6%
COc1ccc(CC(=O)N2CC3CC(C2)[C@H]2CCCC(=O)N2C3)cc1 (some centres undefined)	30.4%[activator]
Cc1cccc(C(=O)NCC(=O)N2CCCCCNC(=O)CC2c2ccccc2)c1 (centres undefined)	36.9%[activator]
COCCN1CC2(CCC1=O)CCN(C(=O)C1CC=CCC1)CC2 (centres undefined)	19.2%
O=C(NCCc1ccncc1)c1cccc2c1CCN2C(=O)Nc1ccc(F)cc1	65.2%[activator]
O[C@@H]1CCN2Cc3ccccc3N=C12	u
COC(=O)C1CN(Cc2ccc(F)cc2)CCS(=O)(=O)N1Cc1ccc(F)cc1 (centres undefined)	19.4%
Fc1ccc(Nc2cc3c(cn2)CN(Cc2ccncc2)CCN3)cc1Cl	40.8%[activator][176 µM]
CN(C)c1ccc(C(=O)NNC(=O)C(F)(F)F)cc1	-17.8%
Cn1ccc(C(=O)NCc2nnc3n2C(C(=O)N2CCN(c4ncccn4)CC2)CC3)n1 (centres undefined)	8.9%[6.33 µM]
CN(Cc1ccccc1)c1oc(/C=C/c2ccc(F)cc2)nc1C#N	-17.9%
CCN(CC)C(=O)Cn1c(C)ccc(NS(=O)(=O)c2ccc(OC)cc2)c1=O	11.4%
COc1ccc(CC(=O)Nc2ccc3ncnc(N4CCCC4)c3c2)c(Cl)c1	-1.0%
COc1ccc(CCNC(=O)Cn2ccn3nc(-c4ccc(F)cc4)c(CO)c3c2=O)cc1OC	17.0%
CC(=O)N(c1cccc(C)c1)c1nc(CSc2nnc(C3CC3)n2C2CC2)cs1	12.3%
CN1CCCC1	-4.9%[176 µM]
O[C@@H]1CC(CNCc2ccc(Cl)cc2)(COc2cccnc2)C[C@@H]1O (some centres undefined)	u
COc1cc(-c2c(C(=O)c3ccccc3)[nH]c(N)c2C(=O)NCCc2c[nH]c3ccccc23)ccc1F	-11.0%
CN1C(=O)c2cncnc2OCC1CNC(=O)c1ccc(Cl)cc1 (centres undefined)	57.3%[activator][176 µM]
NS(=O)(=O)c1ccc(-c2ccc(/C=N/Nc3ccc([N+](=O)[O-])cc3)o2)cc1	u
COc1cccc(CCC(=O)N2Cc3ccccc3OC3(CCN(C)CC3)C2)c1	33.5%
NS(=O)(=O)c1ccc(N/N=C/C2CCCCC2)c([N+](=O)[O-])c1	33.4%[activator]
CN(C)C[C@@H]1CN(Cc2ccncc2)C[C@H]1NC(=O)c1ccoc1	62.0%
NC(=O)c1ccc(OC2CCN(C(=O)c3ccc(F)cc3)CC2)nc1	10.8%
Continuation:
SMILES	ALOX12 inh
O=c1cc(-c2cccnc2)nc2n(Cc3cccc(F)c3)c3ccccc3n12	55.1%[activator]
Cc1ccc(C(=O)CC(=O)c2ccc(C)c(C)c2)cc1C	u
COc1ccc(C(=O)NC2CCCN(c3cc(-c4ccc(F)cc4)[nH]n3)C2)cc1 (centres undefined)	13.8%
CC(C)CNC(=O)c1csc(C(O)C(C)C)n1 (centres undefined)	-11.6%
COc1ccc(NC(=O)c2c(-c3ccccc3)oc3ccc(OC)cc23)cc1	64.4%[activator]
CCc1cc(=O)n(CC(=O)Nc2ccc(OC)cc2)c(-c2ccccc2)n1	12.4%
CCCCCCCCS(=O)(=O)CCOS(=O)(=O)CCCCCCCC	-21.9%
CN(c1ccc2c(-c3ccccn3)noc2n1)c1ccc(F)cc1F	-16.2%
CC(C)NC(=O)N1CCC(O)(c2csc(CN(C)Cc3cccnc3)n2)CC1	23.2%[176 µM]
CC(C)Cc1nc2cccnc2n1C1CCN(S(=O)(=O)c2ccc3c(c2)CCCC3)CC1	u
Fc1ccc(CSc2nnc([C@@H]3CCCN3)o2)cc1	-9.4%
COc1ccc(NC(=O)CSc2nc(N3CCOCC3)c3c(c2C#N)CCCC3)cc1	-0.7%
O=C(c1ccc2c(c1)OCO2)N1CCN2C(=O)N(Cc3ccccc3)C[C@H]2C1	0.2%[176 µM]
COc1ccc(-c2nc(C3CC3)nc3c2CCN(Cc2cccn2C)CC3)cc1	1.0%[6.33 µM]
O=C(Cn1nc(N2CCN(c3ccccc3)CC2)ccc1=O)NC1CCCCCCC1	2.9%
Cc1cccc(Cn2c(Sc3nccc(C)n3)nc3c2c(=O)[nH]c(=O)n3C)c1	22.8%
COCCCNC(=O)N1CCCN(C(=O)C2CC2)C(c2ccccc2)CC(=O)NCC1 (centres undefined)	53.9%[activator]
CCn1ccc(C(=O)N2CCC(c3noc(-c4cnccn4)n3)C2)n1 (centres undefined)	31.7%[activator]
CC1CCC(NC(=O)c2cc(C3CC3)nc3ccccc23)CC1 (centres undefined)	59.4%[activator]
